Bioassay records deposited in PubChem BioAssay by National Center for Advancing Translational Sciences (NCATS).
Menin-MLL TR inh: menin-MLL binding inhibition, Texas Red mutant peptide; 270,000 compounds, 0.23% hits; Menin + Texas Red MLL mutant peptide, fluorescence polarization; Potency, µM (series often up to 61.6 µM), for inactives: at the highest dose FP activity change, negative = inhibition, most hits filed as inhibitors; AID 1768; O00255; active means well fitted inhibition curve with a large enough effect in the polarisation, with a control signal flat, not every such curve was filed as active; inconclusive means small, poorly fitted or top-dose-only effect, or effect the other way, or a change in a side signal; inactive means no such curve, though single readings can be large or run the other way; the % refers to the polarisation; further: potency means the concentration at half of the fitted maximal effect; % of control where 0% means no effect; many of its hits are not listed in these tables
TSG101-PTAP inh: blocks PTAP/TSG101 interaction to inhibit HIV-1 budding; Q99816; Fluorescence polarization, FITC-PTAP peptide / Tsg101 binding; Potency, µM (highest dose often 115 µM), inactives show at the top dose activity change, negative = inhibition, usual class: inhibitors; 340,000 tested, under 10 active; AID 493005; active means well fitted inhibition curve with a large enough effect in the main read-out, with a control signal flat, not every such curve was filed as active; inconclusive means small, poorly fitted or top-dose-only effect, or effect the other way, or a change in a side signal; inactive means no such curve, though single readings can be large or run the other way; further: potency means the concentration at half of the fitted maximal effect; % of control where 0% means no effect
Target sequence (Q99816 whole entry, looked up): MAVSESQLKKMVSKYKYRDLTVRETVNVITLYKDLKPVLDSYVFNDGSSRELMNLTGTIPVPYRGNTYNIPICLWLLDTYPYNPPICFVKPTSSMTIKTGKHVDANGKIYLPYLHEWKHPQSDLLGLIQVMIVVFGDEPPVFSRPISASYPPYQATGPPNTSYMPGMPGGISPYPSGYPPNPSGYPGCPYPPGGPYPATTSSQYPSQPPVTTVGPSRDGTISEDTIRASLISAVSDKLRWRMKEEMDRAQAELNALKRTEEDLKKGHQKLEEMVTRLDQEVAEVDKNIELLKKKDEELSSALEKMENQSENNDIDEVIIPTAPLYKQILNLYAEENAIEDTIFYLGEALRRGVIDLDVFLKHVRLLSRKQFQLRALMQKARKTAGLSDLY
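FP read-out: FITC-PTAP peptide, 50 nM final, binding Tsg101 binding domain, 10 uM final; 20 min, r.t.; 10 mM HEPES pH 7.5, 0.15 M NaCl, 0.01% Tween 20, 3 mM EDTA, 0.1 mM TCEP.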
Mito fusion act: inhibitors of mitochondrial division or activators of mitochondrial fusion | S. cerevisiae fusion-defective mutant growth rescue, CellTiterGlo 48 h | Potency, µM (top dose mostly 46.1 µM), inactives show top-dose growth rescue (activation), hits mostly activators | 320,000 compounds, 0.23% hits;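 further: potency means the concentration at half of the fitted maximal effect; % of control where 0% means no effect; nearly all actives have a fitted effect of over 45% in size; temperature-sensitive fusion mutants such as fzo1-1 at 37 °C on non-fermentable ethanol glycerol medium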
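Read-out: ATP-based luminescence (CellTiterGlo, 10 min ambient) reporting growth of fusion-defective ts yeast after 48 hours at 37C on glycerol/ethanol YPEG medium in the presence of compound.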
MBNL1 CUG block: MBNL1-poly(CUG) RNA binding inhibition; TR-FRET MBNL1-His/biotin-(CUG)12 binding, 665/545 ratio; Potency, µM (doses to about 57.5 µM), for the others: at the top dose activity change, negative = inhibition, usual class: inhibitors; Q9NR56; 280,000 compounds, 0.036% hits; active means well fitted inhibition curve with a large enough effect in the signal ratio, with a control signal flat, not every such curve was filed as active; inconclusive means small, poorly fitted or top-dose-only effect, or effect the other way, or a change in a side signal; inactive means no such curve, though single readings can be large or run the other way; the % refers to the signal ratio; further: potency means the concentration at half of the fitted maximal effect; on the % scale 0 is the no-effect control and ±100 the full control effect
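TR-FRET between His-tagged MBNL1 and biotin-(CUG)12 RNA, detected with Tb anti-His antibody (0.055 ng/ul) and streptavidin-XL665 (5 nM), 60 min at room temperature. Compounds titrated 92 nM to 58 uM; 665/545 nm ratio normalized to buffer and complex controls.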
S-ASM inh: inhibitors of human secretory acid sphingomyelinase. P17405. placental ASM, HMU-PC fluorogenic substrate, 60 min. Potency, µM (titrated, usually from 57.5 µM), for inactives: at the highest dose activity change, negative = inhibition, hits mostly inhibitors. 340,000 compounds, 0.006% hits. AID 504937; further: potency means the concentration at half of the fitted maximal effect
Target sequence (P17405 47-631 limits assumed): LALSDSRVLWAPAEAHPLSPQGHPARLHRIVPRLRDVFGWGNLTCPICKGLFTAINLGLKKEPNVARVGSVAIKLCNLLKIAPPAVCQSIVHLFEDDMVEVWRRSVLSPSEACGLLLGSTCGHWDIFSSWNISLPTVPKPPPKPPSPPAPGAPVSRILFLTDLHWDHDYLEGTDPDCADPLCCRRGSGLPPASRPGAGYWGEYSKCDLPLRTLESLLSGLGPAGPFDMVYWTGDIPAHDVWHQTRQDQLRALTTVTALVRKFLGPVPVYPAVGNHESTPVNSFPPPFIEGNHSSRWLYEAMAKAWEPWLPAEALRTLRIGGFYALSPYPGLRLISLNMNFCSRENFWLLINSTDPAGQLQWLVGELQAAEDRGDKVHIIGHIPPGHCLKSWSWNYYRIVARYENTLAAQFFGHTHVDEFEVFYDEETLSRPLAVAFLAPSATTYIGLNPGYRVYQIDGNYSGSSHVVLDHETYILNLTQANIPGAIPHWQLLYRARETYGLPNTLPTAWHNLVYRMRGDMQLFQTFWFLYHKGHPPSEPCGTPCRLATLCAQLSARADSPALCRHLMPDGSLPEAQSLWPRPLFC
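qHTS format. ASM enzyme prepared from human placenta hydrolyses the fluorogenic substrate HMU-PC0 (9 uM final) over 60 min at 37 °C after a 10 min compound preincubation.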
Integrin act MD: integrin-mediated muscular dystrophy alleviation activation. 350,000 compounds, 0.064% hits. Potency, µM (titrated, usually from 38.3 µM), for the others: at the top dose activation, hits mostly activators. alpha7betagal myoblasts, beta-gal FDG fluorescence, 48 h;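 further: potency means the concentration at half of the fitted maximal effect; 100% = response of the positive control SU9516; nearly all actives have a fitted effect of over 60% in size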
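Alpha7betagal+/- myoblasts (passage 13) were plated 16-24 hr, then exposed to compounds (1:260 dilution of DMSO stock) for 48 hours at 37C. After MPER lysis, β-galactosidase reporter activity was read as FDG fluorescence (ex 480/em 540) after 30 minutes.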
MLL CXXC-DNA inh: inhibitors of human MLL CXXC domain-DNA interaction; Potency, µM (doses to about 115 µM), inactives show at the highest dose activity change, negative = inhibition, hits mostly inhibitors; AID 2662; MLL-CXXC / FITC-HOXA9 DNA fluorescence polarization; 290,000 compounds, 0.037% hits; active means well fitted inhibition curve with a large enough effect in the polarisation, with a control signal flat, not every such curve was filed as active; inconclusive means small, poorly fitted or top-dose-only effect, or effect the other way, or a change in a side signal; inactive means no such curve, though single readings can be large or run the other way; the % refers to the polarisation; further: potency means the concentration at half of the fitted maximal effect
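Fluorescence polarization: 7 uM MLL-CXXC (stock) preincubated 5 min with compounds, then 50 nM fluorescein-HOX-A9 DNA (stock) added; 30 min ambient. Buffer 50 mM Tris-HCl pH 7.5, 50 mM NaCl, 1 mM DTT, 0.05% BSA.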
A-T KAP1 phos: candidate therapy for ataxia-telangiectasia; […] A-T fibroblasts, KAP-1 phosphorylation AlphaLISA; neocarzinostatin DNA damage 30 min before lysis; Potency, µM (highest dose often 57.5 µM), for the others: at the highest dose activation, most hits filed as activators; 320,000 compounds, 0.19% hits; AID 485349; further: potency means the concentration at half of the fitted maximal effect; % of control where 0% means no effect; nearly all actives have a fitted effect of over 45% in size
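ATM-like activity read as KAP-1 phosphorylation via AlphaLISA donor/acceptor antibody pairs after lysis and 6 hr at 25C. Cells were ATM-null patient fibroblasts ([…], hTERT), dosed 60 min, then exposed to the DSB inducer NCS for 30 min.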
TCR activator: activates T cell receptor signaling; primary human leukocytes, anti-CD3, IL-2 HTRF, 48 h; Potency, µM (top dose mostly 9.22 µM), inactives show at the top dose activation of IL-2 secretion, actives largely listed as activators; 330,000 tested, under 10 active; AID 504894; further: % of control where 0% means no effect
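Primary human leukocytes receive a-CD3 beads and test compound and are incubated 48 hr. Secreted IL-2 is then assayed by HTRF, measuring 665nm acceptor emission after 320nm excitation of the europium donor.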
TSHR antagonist: blocks TSH signaling through the human TSH receptor; P16473; TSHR-expressing cells, TSH-stimulated cAMP HTRF, 2 h; hits give low values; activity change, negative = inhibition, % at 11.5 µM; 330,000 compounds, 0.2% hits;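 active means activity change below a set negative limit, meaning inhibition stronger than a set level, cut at about -70% in these data; inconclusive means activity change between two set negative limits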; further: on the % scale 0 is the no-effect control and ±100 the full control effect
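Freshly harvested TSHR cells receive pin-tooled compound, then EC80 TSH at 4nM final. After 2 hours at 37 deg C, antibody in lysis buffer and cAMP-d2 are added; 30 minutes at ambient temperature precede the HTRF read.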
* hit, by the source's call; i = inactive; u = inconclusive; x = no result given; [ ] = another dose, or the depositor's remark. Unless noted, the call rests on the fitted dose curve; in most records, active means well fitted curve in the direction sought with a large enough effect; inconclusive means small, poorly fitted or top-dose-only effect, or another doubt; inactive means no such curve, though single readings can be large; an effect the other way counts as inactive or inconclusive. Only part of the results is shown; rates above refer to the full screens.

Sequence of screens – Menin-MLL TR inh, A-T KAP1 phos, Mito fusion act, TSHR antagonist, Integrin act MD, TSG101-PTAP inh, S-ASM inh, TCR activator, MLL CXXC-DNA inh, MBNL1 CUG block
O=C(C1CCCN(S(=O)(=O)c2ccc(Br)s2)C1)N1CCN(c2ccccc2)CC1 (centres undefined)
    0%, 2%, 10%, -14, -58%[inhibitor], 2%, 11%, 3%, 0%, 4%
COc1ccccc1CNC(=O)C(NC(=O)c1ccccc1C)C(C)C (centres undefined)
    -4%, 3%, 7%, 7, -19%, -6%, 3%, 2%, 4%, -2%
Cc1ccc(S(=O)(=O)N2CCCC2C(=O)Nc2nc3ccccc3s2)cc1 (centres undefined)
    14%, 1%, 17%, -6, 9%, 2%, -10%, -1%, 6%, -1%
CCOC(=O)c1ccc(S(=O)(=O)Nc2ccc(N3CCOCC3)cc2)cc1
    u, 0%, -4%, 3, 4%, -2%, -1%, -3%, 7%, -4%
Cc1cccc(-c2nc3ccccc3c(=O)n2NC(=O)c2cccs2)c1
    1%, 7%, -17%, 1, 9%, -10%, 2%, 2%[46.1 µM], 6%, -1%
Cn1c(=O)c2cc(NCc3ccccc3)nnc2n(C)c1=O
    -10%, -33%, 3%, -2, 5%, -2%, -12%, 3%, 3%, u
COc1ccc(-n2c(C)cc(C(=O)NC3CCCCC3)c2C)cc1
    u, -2%, 2%, 15, -53%[inhibitor], -2%, -2%, x, -13%, -4%
CC(OC(=O)CNC(=O)c1cccs1)C(=O)Nc1ccc(S(N)(=O)=O)cc1 (centres undefined)
    x, 17%, 3%, 19, -6%, 0%, 8%, 0%, x, x
Cc1cc2ccccn2c1C(=O)c1cccc(F)c1
    3%, 1%, 0%, -9, -20%, -1%, 0%[11.5 µM], -10%, 0%, 17%
Cc1ccc(NS(=O)(=O)N(C)C)cc1
    45%[activator], 1%, -3%, -4, -2%, -4%, 1%, -3%[46.1 µM], -10%, 8%
Cc1ccc2c(c1)Oc1ccc(NC(=O)CCCl)cc1C(=O)N2
    11%, -6%, 5%, -3, -49%[inhibitor], -3%, -8%, 1%, -1%, -3%
CN(C)CCCNC(=O)C(=O)NCC1OCCN1S(=O)(=O)c1cccs1 (centres undefined)
    x, -2%, 8%, 42, -7%, -2%, 3%, 2%, 44%[activator], 0%
CCCc1cc2c(c(NC(C)=O)n1)c(=O)oc1ccccc12
    4%, 4%, 4%, -3, 10%, 1%, 35%[activator], -3%[46.1 µM], -3%, u
COC(=O)Cn1c(CN2CCOCC2)nc2c1c(=O)n(C)c(=O)n2C
    1%, 7%, 1%, 5, 6%, 0%, 4%, 1%, x, 0%
COc1ccc(NC(=O)CC2C(=O)N(C)C(=S)N2Cc2ccc3c(c2)OCO3)cc1 (centres undefined)
    u, -6%, 5%, 8, -9%, 0%, -3%, -4%[46.1 µM], 1%, x
Cc1cccc(-c2nnc(SCC(=O)N3CCOCC3)o2)c1
    6%, -7%, 1%, -17, 6%, -10%, 3%, 5%, 1%, -1%
COc1ccc(C(O)P(=O)(OC(C)C)OC(C)C)c(OC)c1 (centres undefined)
    x, -7%, 1%, 1, 16%, 1%, 2%, 5%, 5%, x
Oc1ccccc1-c1nc2cnccn2c1Nc1ccc2c(c1)OCCO2
    x, -4%, -1%, 11, -21%, -2%, -25%, 5%, -6%, 11%
O=S(=O)(NCCc1cn2ccccc2n1)c1cccs1
    11%, -3%, 6%, 2, 2%, -1%, -3%, 0%, -9%, 6%
CCC1CCCCN1C(=O)c1ccc(OC2CCN(Cc3ccccn3)CC2)cc1 (centres undefined)
    x, 12%, -2%, 16, -12%, -2%, x, -6%, 11%, 1%
O=C(O)c1ccccc1C(=O)c1ccc2c(c1)N(Cc1cccc(F)c1)C(=O)CO2
    5%, 1%, 0%, -9, -24%, -2%, -2%, -1%, -4%, -3%
COc1ccc(OC)c(C(=O)COC(=O)C(CCSC)NC(=O)COc2ccccc2)c1 (centres undefined)
    x, -1%, 2%, -2, 5%, -9%, 6%, -1%, x, x
COc1ccc(NC(=O)CN(C)CC(=O)c2[nH]c(C)c(C(C)=O)c2C)cc1
    x, 4%, -5%, -5, -19%, 1%, 3%, 2%, x, x
CCc1[nH]c(=O)c(C#N)c2c1COC(C)(C)C2
    -14%, 1%, -1%, 12, 19%[7.66 µM], 1%, 4%, x, -1%, -1%
Cc1cc(C)c2oc(C(=O)Nc3nnc(C(C)C)s3)cc(=O)c2c1
    1%, -6%, u, 3, 40%, -3%, -9%, 3%[46.1 µM], -6%, u
COc1ccc(N2CCN(C(=O)Cn3cnc4sc(C)c(S(=O)(=O)N5CCOCC5)c4c3=O)CC2)cc1
    -7%, 0%, 5%, -8, 1%, -2%, 23%, -1%, 2%, -1%
C/C(=N\NC(=O)c1ccoc1C)c1cccnc1
    3%, -1%, -5%, 9, 4%, 0%, -2%, 14%[46.1 µM], 0%, 0%
O=C(CC1SC(N2CCCC2)=NC1=O)Nc1ccc(C(=O)N2CCN(c3cccc(Cl)c3)CC2)cc1 (centres undefined)
    x, -2%, -4%, 11, 11%, 1%, -6%, -1%, x, x
O=C(OC(C(=O)NCc1ccc2c(c1)OCO2)c1ccc(Cl)cc1)c1ccco1 (centres undefined)
    6%, 11%, -6%, 5, 12%, -2%, -3%, -5%, 1%, -2%
O=C(N/N=C/c1ccc2c(c1)OCCO2)c1ccncc1
    x, 12%, 3%, 0, -10%, -6%, -2%, 0%, 10%, 1%

3 entries from above, as labelled records:
COc1ccc(NC(=O)CN(C)CC(=O)c2[nH]c(C)c(C(C)=O)c2C)cc1
  Menin-MLL TR inh: x | A-T KAP1 phos: 4% | Mito fusion act: -5% | TSHR antagonist: -5 | Integrin act MD: -19% | TSG101-PTAP inh: 1% | S-ASM inh: 3% | TCR activator: 2% | MLL CXXC-DNA inh: x | MBNL1 CUG block: x
CCc1[nH]c(=O)c(C#N)c2c1COC(C)(C)C2
  Menin-MLL TR inh: -14% | A-T KAP1 phos: 1% | Mito fusion act: -1% | TSHR antagonist: 12 | Integrin act MD: 19%[7.66 µM] | TSG101-PTAP inh: 1% | S-ASM inh: 4% | TCR activator: x | MLL CXXC-DNA inh: -1% | MBNL1 CUG block: -1%
Cc1cc(C)c2oc(C(=O)Nc3nnc(C(C)C)s3)cc(=O)c2c1
  Menin-MLL TR inh: 1% | A-T KAP1 phos: -6% | Mito fusion act: u | TSHR antagonist: 3 | Integrin act MD: 40% | TSG101-PTAP inh: -3% | S-ASM inh: -9% | TCR activator: 3%[46.1 µM] | MLL CXXC-DNA inh: -6% | MBNL1 CUG block: u

Continuation.
Sequence of screens – Menin-MLL TR inh, A-T KAP1 phos, Mito fusion act, TSHR antagonist, Integrin act MD, TSG101-PTAP inh, S-ASM inh, TCR activator, MLL CXXC-DNA inh, MBNL1 CUG block
CCCCc1c(C)c(C#N)c2[nH]c3ccccc3n2c1=O
    x, -3%, 2%, -34, -10%, -1%, i, 9%, -2%, 3%
O=C(CSc1ccc(-c2cccc([N+](=O)[O-])c2)nn1)N1CCCCC1
    -10%, -4%, 21%, -7, -21%, -14%, -2%, -1%, 1%, u
O=C1NC(=S)N/C1=C/c1ccc2c(c1)OCO2
    u, -4%, -1%, -5, -33%, u, 10%, 0%, 38%[activator], 11%
Cc1ccc(NC(=O)CN(C)C(=O)c2cccc(S(=O)(=O)N3CCCC3)c2)cc1
    x, -15%, 1%, 6, 21%, 3%, 1%, 2%, x, x
Nc1cn(C2OC(CO)C(O)C2O)c(=O)[nH]c1=O (centres undefined)
    1%, 24%, 0%, 4, 8%, -1%, 5%, 10%, -5%, -3%
Cc1csc(NC(=O)COc2ccc3c(c2)CCC3)n1
    x, 9%, 8%, 14, -1%, 1%, 0%, 0%, x, x
C#CCN(Cc1ccco1)C(=O)c1cc(COc2ccc(F)cc2Cl)on1
    u, -3%, 6%, -17, -4%, -1%, 2%, 2%, -17%, 9%
CC(C)NS(=O)(=O)c1ccc(OCC(=O)N(C)Cc2ccccc2)cc1
    1%, 1%, -2%, 5, 1%, 4%, 1%, 1%, -2%, 3%
OCCNCc1cc(Br)ccc1OCc1ccc(Cl)cc1Cl
    5%, 0%, -14%, -7, -65%[inhibitor], -2%, -3%, -8%, -6%, -6%
Cn1c(-c2cc3ccccc3oc2=O)nc2ccccc21
    x, -4%, 0%, 7, u, -2%, 57%[activator], 0%, -5%, x
